Screening results (PubChem)
FXIa inh = factor XIa (human) inhibition; purified FXIa, Boc-Glu-Ala-Arg-AMC fluorogenic substrate; inhibition, % at 5 µM; hit rate 0.14% among 220,000;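 active = inhibition of at least 40%; inactive = inhibition below 40%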;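 note: fluorescence of freed AMC excited at 355 nm; 0% = enzyme without compound and 100% = no enzyme blank; many of its hits are not listed in these tables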
Target sequence (P03951 19-387 limits assumed): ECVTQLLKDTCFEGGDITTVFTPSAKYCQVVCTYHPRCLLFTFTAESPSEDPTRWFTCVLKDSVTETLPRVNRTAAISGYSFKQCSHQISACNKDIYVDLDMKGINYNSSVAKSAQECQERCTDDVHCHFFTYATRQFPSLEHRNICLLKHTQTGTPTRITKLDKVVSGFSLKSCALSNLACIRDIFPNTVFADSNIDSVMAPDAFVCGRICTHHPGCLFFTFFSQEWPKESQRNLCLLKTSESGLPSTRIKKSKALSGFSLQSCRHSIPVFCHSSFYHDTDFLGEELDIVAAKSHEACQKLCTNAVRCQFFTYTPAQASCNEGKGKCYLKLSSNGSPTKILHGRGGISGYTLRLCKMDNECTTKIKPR
Target sequence (P03951 388-625 limits assumed): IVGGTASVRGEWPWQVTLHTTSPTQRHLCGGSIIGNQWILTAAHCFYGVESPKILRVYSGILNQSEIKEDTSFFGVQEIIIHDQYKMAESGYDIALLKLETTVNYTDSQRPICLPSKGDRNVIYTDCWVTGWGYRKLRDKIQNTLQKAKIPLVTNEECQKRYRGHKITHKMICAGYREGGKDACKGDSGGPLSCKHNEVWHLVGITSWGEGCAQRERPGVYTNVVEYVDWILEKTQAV
PPC-1+TRAIL kill = PPC-1 cancer cell killing with TRAIL present | PPC-1 cells + TRAIL, ATPLite viability luminescence | cell killing (% activity), % at 4 µM | hit rate 0.41% among 220,000 | AID 1443;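 active = cell killing above 50% in the first pass at 4 µM, then a duplicate retest at 5 µM averaging 50% or more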;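 note: plate controls were cells with TRAIL plus DMSO for no effect and medium-only wells lacking cells for full effect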
FXIIa inh 1536 = blocks human coagulation factor XIIa protease activity; P00748; purified FXIIa, Boc-QGR-AMC fluorogenic substrate, 2 h; inhibition, % at 5 µM; hit rate 0.3% among 220,000; AID 800; in the data active = inhibition above about 40%;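 note: 0% = enzyme with no compound and 100% = blank without enzyme; many of its hits are not listed in these tables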
zVAD death inh = blocks zVAD induced death of L929 cells; hit rate 0.38% among 220,000; L929 zVAD necroptosis rescue, ATP luminescence, 24 h; with zVAD 60 µM; viability rescue, % at 10 µM;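 active = activation, scaled between plate controls, above about 75%, limit read from the data; inactive = activation under that limit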;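 note: 0% = zVAD with DMSO and 100% = DMSO alone without zVAD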
CHOP inhibitor = inhibitors of CHOP induction in ER stress response | CHO-K1 CHOP-promoter luciferase, tunicamycin-induced, 15-18 h | inhibition, % at 10 µM | hit rate 3.8% among 220,000 | AID 2732;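 active = compounds that reduced the stress-induced luciferase reporter signal by more than about 70% of percent inhibition, limit read from the data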;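 note: 0% = tunicamycin plus vehicle and 100% = wells without tunicamycin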
PGE2 EP2 inh = blocks the human prostaglandin E2 receptor EP2. P43116. C6 glioma cells expressing human EP2, cAMP TR-FRET; cells stimulated with saturating PGE2. inhibition, % at 25 µM. hit rate 0.52% among 260,000;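 active = percent inhibition above 40 after rounding to a whole number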;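 note: rat C6 glioma host cells with rolipram phosphodiesterase inhibitor present; the protocol text gives 20 µM as final concentration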
Target sequence (P43116 whole entry, looked up): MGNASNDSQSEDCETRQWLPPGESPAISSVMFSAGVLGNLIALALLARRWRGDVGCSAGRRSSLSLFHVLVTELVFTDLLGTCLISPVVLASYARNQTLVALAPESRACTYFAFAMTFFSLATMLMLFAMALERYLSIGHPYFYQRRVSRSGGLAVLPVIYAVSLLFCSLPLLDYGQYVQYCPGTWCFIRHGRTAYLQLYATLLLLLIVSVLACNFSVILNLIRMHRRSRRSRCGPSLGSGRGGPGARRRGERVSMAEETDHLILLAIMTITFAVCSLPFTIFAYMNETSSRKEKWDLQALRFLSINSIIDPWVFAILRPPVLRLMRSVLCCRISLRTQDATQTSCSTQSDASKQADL
TNF death inh = inhibitors of TNF-alpha induced necroptosis in Jurkat FADD-/- cells; Jurkat FADD-/- TNF necroptosis rescue, ATP luminescence, 24 h; 0 = TNF only, 100 = no-TNF cells; activation (protection from cell death), % at 10 µM; hit rate 0.068% among 220,000;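 active = activation, meaning protection from cell death, of at least 50% relative to plate controls; inactive = activation below 50%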;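 note: necroptosis triggered by 40 ng/mL TNF-alpha added together with compound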
TbHK1 inh = blocks Trypanosoma brucei hexokinase 1 activity; recombinant TbHK1, G6PDH-coupled NADH A340; inhibition, % at 10 µM; AID 1430; hit rate 0.11% among 220,000;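 active = inhibition of 50% or more in the single-dose primary screen; inactive = inhibition below 50%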
Wee1 degr inh = human Wee1 degradation inhibition, primary screen. HeLa Luc-Wee1K328M stability, luciferase luminescence; 100% = proteasome inhibitor MG132 effect. reporter increase, % at 5 µM. hit rate 1.2% among 220,000;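 active = activation above the mean of all tested compounds plus 3 SD, set per screening run, cut at about 8.8% in these data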;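 note: cells exposed to compound for 20 h before luminescence read; 0% = DMSO alone and 100% = MG132 at 30 µM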
Starred values were filed as active, the others as inactive; x = not tested or not shown; & = joins results of further samples.

SMILES | FXIa inh | PPC-1+TRAIL kill | FXIIa inh 1536 | zVAD death inh | CHOP inhibitor | PGE2 EP2 inh | TNF death inh | TbHK1 inh | Wee1 degr inh
CC1CCCN(C(=O)C2CCN(S(=O)(=O)c3cccc4cccnc34)CC2)C1 (stereo not given) | -8 | 13 | -6 | 0.1 | 19 | 20 | -0.6 | -2 | -3
Cc1ccc(CSC2=NCCN2C(=O)c2ccco2)cc1 | -10 | -7 | 1 | 0.5 | 14 | 25 | 0.3 | -7 | -2
CCOC(=O)c1c(C)[nH]c(C(=O)Cn2nnc(-c3ccccc3)n2)c1C | -6 | 6 | 12 | -0.5 | 8 | 12 | 1.7 | -2 | -3
CCOc1ccc(C2CC(=O)c3c([nH]c(C(=O)OC)c3C)C2)cc1OC (stereo not given) | 0 | -18 | 6 | 0.1 | 37 | 8 | 1.3 | -4 | 5
CCCS(=O)(=O)Nc1cc(C(F)(F)F)ccc1OCCOC | 1 | 12 | 19 | 0.5 | 11 | 10 | 0.5 | 3 | -2
Cc1ccc(N2NC(=O)/C(=C/c3ccc(-c4ccc(Cl)c(C(=O)O)c4)o3)C2=O)cc1C | 5 | 11 | 8 | 0.5 | 19 | 6 | -0.7 | -10 | 2
COc1cccc(-c2cc(C(F)(F)F)c3c(N)c(C#N)sc3n2)c1 | -4 | -3 | -3 | 0.3 | 55 | x | -4.6 | -5 | -2
CCOC(=O)C1CCCN(Cc2nc(CC3CC3)no2)C1 (stereo not given) | -1 | 23 | 4 | -0.7 | -2 | 6 | 1.8 | -2 | -1
CCCCc1ccc(-c2ccc(Br)cc2O)nc1 | -8 | 28 | 13 | -0.9 | 60 | 6 | 0.4 | -5 | 4
O=[N+]([O-])c1cccc2c(N3CCCC3)ccnc12 | -2 | 19 | -1 | 19 | 17 | 10 | -9.6 | -6 | -2
COc1ccc(S(=O)(=O)N2CCN(c3ccccn3)CC2)cc1OC | -2 | 33 | 9 | -0.1 | 25 | 11 | -1.4 | 0 | -2
COCCn1c(=NC(=O)c2cc3ccccc3oc2=O)sc2cc(S(N)(=O)=O)ccc21 | 6 | 17 | 7 | 0.1 | 101* | 7 | -0.1 | -4 | -1
Cc1ccsc1/C=N/NS(=O)(=O)c1ccc([N+](=O)[O-])cc1 | 1 | 9 | 12 | 2.4 | 22 | 6 | 1.2 | 24 | -2
O=C(Cn1cnc2scc(-c3ccc(Cl)cc3)c2c1=O)N1CCOCC1 | -2 | -20 | 9 | -0.5 | 11 | 5 | 0.8 | -4 | -3
Cn1cc(C(=O)N/N=C/C(Br)=C\c2ccccc2)ccc1=O | 8 | 14 | 10 | 1.1 | -9 | 9 | 0.0 | -46 | 3
Cc1ccc(NC(=O)CCSc2ccccc2)c(C)c1 | 3 | 0 | 7 | -0.6 | -3 | 7 | 2.5 | -2 | 2
O=C(COc1ccccc1-c1ccccc1)c1ccccc1 | -16 | 7 | 6 | -0.1 | 24 | 5 | -0.6 | -3 | -2
COc1cccc(-c2ccc(C#N)c(SCC(=O)NCCc3ccc(Cl)cc3)n2)c1 | 1 | -7 | 9 | 0.6 | 47 | 11 | 4.0 | -4 | -1
Cn1c(SCC(=O)NCc2cccs2)nnc1-c1ccncc1 | -4 | 1 | -9 | -0.1 | 63 | 8 | -1.4 | 3 | -4
COc1ccc2o/c(=N\O)c(C(=O)Nc3ccc(C)cc3)cc2c1 | -3 | 9 | 0 | 49 | 21 | 3 | -5.1 | 2 | 3
CC(C(=O)NC1CCCC1)N(C(=O)c1snc(C(N)=O)c1N)c1ccc2c(c1)OCCO2 (stereo not given) | 2 | 6 | 19 | 0.0 | 5 | 6 | -1.5 | 18 | -1
COc1ccc(-n2cc(CNC3CCOCC3)c(-c3cccc(F)c3)n2)cc1 | -4 | 26 | 0 | 2.2 | 13 | 9 | 4.4 | -7 | 1
COc1ccccc1Nc1nc(=O)[nH]nc1C | -3 | -5 | 15 | 0.0 | 13 | 6 | -0.7 | -6 | -1
COc1ccc(-n2cnnc2SCCC#N)cc1 | -3 | 2 | -12 | 0.9 | 12 | -1 | -0.9 | -2 | 1
O=C1CCc2cc(S(=O)(=O)NC(Cc3ccccc3)C(=O)NCCC3=CCCCC3)ccc2N1 (stereo not given) | -4 | -23 | 3 | -0.4 | 25 | 18 | 0.1 | -4 | 1
NC(=O)c1nn(CC(=O)Nc2ccc3c(c2)OCO3)cc1[N+](=O)[O-] | -7 | 7 | 9 | 1.2 | -1 | 9 | -0.2 | 0 | -2
O=Cc1ccc(OC2OCCOC2Oc2ccc(C=O)cc2)cc1 (stereo not given) | -1 | 1 | 4 | 0.4 | 29 | 1 | 0.7 | 24 | -4
CCCc1nc2oc3c(NCC4CCCO4)ncnc3c2c2c1COC(C)(C)C2 (stereo not given) | 1 | 18 | 0 | 0.5 | 12 | 7 | -0.1 | -1 | 3
O=[N+]([O-])c1cccc(-c2nc3ccccc3s/c2=N/O)c1 | -2 | 4 | 10 | 0.6 | 17 | 10 | -3.2 | -5 | 3
COCCCNc1ncnc2c1cnn2-c1ccc(C)cc1C | 0 | 0 | 5 | -0.1 | 27 | 9 | -2.1 | 2 | -4
COC(=O)c1c(NC(=O)c2ccc(OC(C)C)cc2)sc2c1CC(C)(C)NC2(C)C | 3 | 23 | 6 | -0.8 | -21 | 5 | 11 | -30 | 0
Cc1ccc(C)c(NC(=O)C2CC3c4ccccc4C2c2ccccc23)c1 (stereo not given) | -4 | 2 | 9 | 0.0 | 99* | 14 | -2.8 | -6 | 0
COc1ccc(/C=N\Nc2ccc([N+](=O)[O-])cc2[N+](=O)[O-])c(C(=O)O)c1OC | 10 | -7 | 14 | 0.8 | 6 | 8 | -1.3 | -18 | 4
COCCNc1oc(/C=C/c2ccccc2)nc1C#N | -37 | -2 | -58 | 0.8 | -2 | 10 | 2.0 | -57 | -2
CSc1ncc2ncn(C3OC(CO)C(O)C3O)c2n1 (stereo not given) | -2 | 5 | 2 | 0.0 | 10 | 13 | 0.6 | -6 | 3
CCC(=O)Nc1nonc1-c1nc2ccccc2n1Cc1cccc2ccccc12 | 9 | 5 | 13 | -1.2 | x | 9 | -14 | -7 | 3
COc1cccc(C(=O)Oc2ccccc2/C=C\C(=O)c2cc3ccccc3o2)c1 | 2 | 9 | 3 | 2.1 | 44 | 7 | 0.5 | -17 | -3
Nn1c(Nc2ccccc2)nc2ccccc21 | -2 | 2 | 8 | 0.5 | -43 | 27 | -0.1 | 5 | -5
CCOC(=O)C1CCCN(C2CC(=O)N(c3cccc(C(F)(F)F)c3)C2=O)C1 (stereo not given) | 17 | 6 | 4 | 1.5 | -8 | 6 | -0.4 | 3 | -2
O=C(CN1C(=O)c2ccccc2S1(=O)=O)N1CCOCC1 | -5 | 7 | -8 | -0.1 | 18 | 8 | -0.4 | 1 | 0

In the list so far, four have a cyano group.
SMILES | FXIa inh | PPC-1+TRAIL kill | FXIIa inh 1536 | zVAD death inh | CHOP inhibitor | PGE2 EP2 inh | TNF death inh | TbHK1 inh | Wee1 degr inh
COc1cccc(-c2cc(C(F)(F)F)c3c(N)c(C#N)sc3n2)c1 | -4 | -3 | -3 | 0.3 | 55 | x | -4.6 | -5 | -2
COc1cccc(-c2ccc(C#N)c(SCC(=O)NCCc3ccc(Cl)cc3)n2)c1 | 1 | -7 | 9 | 0.6 | 47 | 11 | 4.0 | -4 | -1
COc1ccc(-n2cnnc2SCCC#N)cc1 | -3 | 2 | -12 | 0.9 | 12 | -1 | -0.9 | -2 | 1
COCCNc1oc(/C=C/c2ccccc2)nc1C#N | -37 | -2 | -58 | 0.8 | -2 | 10 | 2.0 | -57 | -2

(cont.)
SMILES | FXIa inh | PPC-1+TRAIL kill | FXIIa inh 1536 | zVAD death inh | CHOP inhibitor | PGE2 EP2 inh | TNF death inh | TbHK1 inh | Wee1 degr inh
CCCn1nnc(NC(=O)c2ccc(-c3cccc(Cl)c3)o2)n1 | -4 | 17 | 1 | 0.3 | -8 | 24 | 0.8 | -10 | 2
CC1CCN(S(=O)(=O)c2ccc(NC(=O)CN3CCN(C)CC3)cc2)CC1 | 2 | 6 | 4 | 2.4 | 1 | 6 | -1.9 | 7 | -1
COc1cc2c(cc1NC(=O)c1cccnc1)oc1ccccc12 | -13 | -1 | 5 | -0.9 | 4 | 19 | 2.4 | -28 | 1
CCOC(=O)c1c(-c2ccccc2)nc2ccccn12 | 3 | 4 | 2 | 0.4 | -7 | 11 | -4.5 | -2 | -1
Cc1ccc(C(=O)NNC(=O)c2cc3cc4ccccc4nc3s2)cc1 | 0 | -8 | 10 | -0.1 | 70 | x | -2.0 | -5 | -1
CCOc1nc(Nc2ccc(OC)cc2)nc(OCC)n1 | -1 | 4 | 2 | 0.0 | 20 | 7&16 | -0.3 | -10 | 1
Cc1cc2c(C)nc3ccccc3c2o1 | 1 | 15 | 5 | -0.8 | -16 | 21 | -0.8 | 9 | 2
O=C(O)c1cccc(S(=O)(=O)N2Cc3ccccc3C2)c1 | 3 | -1 | 11 | 0.9 | 0 | 7&11 | -0.2 | 0 | 2
O=C1C(c2c(O)[nH]c3ccccc23)=Nc2ccccc21 | x | 9 | x | x | -21 | 24 | x | x | 12*
Cc1ccc(Oc2ccc(N)cc2)cc1 | -6 | -6 | -19 | -0.1 | 38 | 9 | -17 | 2 | -4
CCC1(CC)C(=O)C(C)(C)C(=O)OC1c1ccccn1 (stereo not given) | 6 | 32 | 10 | 0.1 | 14 | 13 | -0.8 | 4 | 3
COc1ccc(C)cc1NC(=O)NCc1ccccn1 | -3 | 11 | 8 | 0.7 | 7 | 3 | 1.0 | 3 | 2
CSC1=NCCN1S(=O)(=O)c1ccc(F)cc1 | -2 | 17 | 12 | 2.3 | 17 | 11 | -0.1 | 18 | 2
CCN(CC)CCNc1nc(-c2ccccc2)c2c(c1C#N)CC(C)(C)OC2 | 6 | 15 | 21 | -0.8 | -20 | 16 | -0.6 | -14 | -2
CCCN1CCN(C(=O)C2CCN(S(=O)(=O)c3ccc4c(c3)oc(=O)n4C)CC2)CC1 | 7 | -30 | 9 | 0.2 | -7 | 8 | 1.4 | 0 | -3
O=C(O)COc1ccc(Cl)cc1CO | -6 | 28 | 17 | 0.0 | 14 | 6 | 0.2 | 2 | 5
CC(C)C(NS(=O)(=O)c1cccs1)C(=O)NCc1ccccc1Cl (stereo not given) | 3 | 7 | 10 | -0.6 | -12 | 2 | -0.3 | -3 | -1
CCOC(=O)c1nnc2ccnn2c1N | 11 | 12 | 19 | 0.1 | 17 | 21 | -1.0 | -18 | -3
CC(C)NC1=C(Cl)C(=O)c2ccccc2C1=O | -2 | 32 | 3 | 0.8 | 19 | 4 | -5.4 | -8 | -2
CCOC(=O)c1c(C)[nH]c(C(=O)Cn2c(=O)oc3ccccc32)c1C | -1 | 10 | -2 | -0.3 | 23 | 18 | 0.1 | 1 | -1
CC1CCN(c2ccc(NC(=S)NC(=O)c3ccc(-c4cccc([N+](=O)[O-])c4)o3)cc2)CC1 | 5 | 16 | -5 | 0.2 | -38 | 4 | 2.8 | -34 | 1
Cc1[nH]n(-c2ccc([N+](=O)[O-])cc2)c(=O)c1C=NCCN1CCN(C(=O)c2ccccc2F)CC1 | 3 | 34 | 20 | 0.0 | -24 | 10 | -5.4 | -37 | -3
Cc1ccc(CSCCNC(=O)CSCc2ccc([N+](=O)[O-])cc2)cc1 | 9 | 5 | 12 | 0.5 | -8 | 4 | -3.5 | 3 | 1
O=C(O)c1ccccc1N/N=C\c1ccnc2ccccc12 | -7 | 44 | -5 | 0.2 | 32 | 15 | -2.7 | -7 | -2
CC(=O)NCCn1c(SCC(=O)c2ccc(Cl)cc2)nc2ccccc2c1=O | 5 | 4 | 19 | -0.3 | 6 | 7 | -1.2 | 5 | 0

A portion of the library; count on the stated rates, not on these rows.
